ASAP1 GAP inh = blocks human ASAP1-stimulated Arf1 GTP hydrolysis | 0.19% of 360,000 active | inhibition, % at 16.5 µM | Q9ULH1 | GDP FP detection; in the data active = inhibition above about 25%;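 note: 0% = vehicle with enzyme and substrate and 100% = no enzyme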
Tn6 DDE FP = disrupts Tn6 cyclic peptide binding to fibrin D-Dimer-E complex. Fibrin DD(E) TRITC-Tn6 fluorescence polarization displacement. inhibition, % at 8.3 µM. 0.21% of 370,000 active. AID 720509;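 active = inhibition above a per-campaign cutoff: mean of compounds within control limits plus 3 SD, cut at about 15% in these data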;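 note: 0% = median of all compound wells on the plate and 100% = blocking peptide control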
DDE Tn7 FP inh = inhibitors of Tn7 peptide binding to human fibrin DD(E); P02675; FP displacement of FITC-Tn7 peptide from fibrin DD(E); 0% = median of compound wells per plate; inhibition, % at 8.3 µM; 0.13% of 370,000 active; AID 720508;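 active = inhibition above the mean of compounds falling within the control limits plus 3 SD of them, cut at about 14% in these data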;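 note: 0% = plate median of compound wells and 100% = 10 µM Aha-Tn7 peptide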
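Measure: % inhibition scaled between sample-field median and high-control FP; Test system: human fibrin DD(E); Quantity: 2 µM final DD(E) protein; Doses: one dose, 8.3 µM nominal; Schedule: compound with protein 10 min, then 3 h after probe, room temperature; Detection: fluorescence polarization; Medium: Tris buffer with calcium and detergent, pH 7.8.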
KLK7 zymogen act = proKLK7 (human) activation, primary screen; P49862; purified proKLK7, EDANS-DABCYL substrate fluorescence; 100% is mature enzyme control, 0% vehicle; activation, % at 7 µM; 0.9% of 370,000 active; AID 652039;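 active = activation above the mean of all tested compounds plus 3 SD, computed per campaign excluding outliers beyond control limits, cut at about 13% in these data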
ADAM17 inh = ADAM17 inhibition, QFRET primary screen; P78536; recombinant ADAM17, EDANS/DABCYL FRET peptide cleavage; inhibition, % at 6.95 µM; 0.83% of 370,000 active; AID 720648;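 active = inhibition above the mean of compounds lying between control limits plus 3 SD, set per campaign, cut at about 8.5% in these data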;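 note: 0% = DMSO-only wells as the low control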
LEDGF integ inh = blocks HIV-1 LEDGF/p75-dependent DNA integration; TR-FRET IN-LEDGF/p75 DNA integration, Eu/Cy5; inhibition, % at 3.7 µM; 0.64% of 370,000 active; AID 743269;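 active = inhibition above the screen-wide mean plus 3 SD, cut at about 13% in these data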;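 note: signal is the Cy5 over europium emission ratio at 671 and 618 nm; 0% = plate median of compound wells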
TDP2 absorb = TDP2 (human) inhibition, absorbance primary screen; inhibition, % at 12.8 µM; AID 720702; recombinant TDP2, T5PNP hydrolysis, p-nitrophenol absorbance 415 nm; 0.34% of 370,000 active;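 active = inhibition above the mean of all tested compounds plus 3 SD, set per campaign, cut at about 25% in these data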;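 note: 0% = DMSO with enzyme and 100% = buffer with substrate but no TDP2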
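Material: recombinant human TDP2; quantity: TDP2 enzyme at 120 nM final; medium: Tris-HCl pH 7.5 with MgCl2; compound: single concentration, 12.8 µM nominal, with 1% DMSO; incubation: 2 h enzyme incubation at 37 °C; signal: epi absorbance; measure: percent inhibition; benchmarks: high control without enzyme, low control DMSO plus TDP2; repeats: singlicate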
PLC-gamma1 inh = inhibitors of human phospholipase C gamma1; P19174; purified PLC-gamma1, fluorogenic substrate, fluorescence; 0.84% of 370,000 active; inhibition, % at 12.2 µM; in the data active = inhibition above about 9.5%
Target sequence (P19174 whole entry, looked up): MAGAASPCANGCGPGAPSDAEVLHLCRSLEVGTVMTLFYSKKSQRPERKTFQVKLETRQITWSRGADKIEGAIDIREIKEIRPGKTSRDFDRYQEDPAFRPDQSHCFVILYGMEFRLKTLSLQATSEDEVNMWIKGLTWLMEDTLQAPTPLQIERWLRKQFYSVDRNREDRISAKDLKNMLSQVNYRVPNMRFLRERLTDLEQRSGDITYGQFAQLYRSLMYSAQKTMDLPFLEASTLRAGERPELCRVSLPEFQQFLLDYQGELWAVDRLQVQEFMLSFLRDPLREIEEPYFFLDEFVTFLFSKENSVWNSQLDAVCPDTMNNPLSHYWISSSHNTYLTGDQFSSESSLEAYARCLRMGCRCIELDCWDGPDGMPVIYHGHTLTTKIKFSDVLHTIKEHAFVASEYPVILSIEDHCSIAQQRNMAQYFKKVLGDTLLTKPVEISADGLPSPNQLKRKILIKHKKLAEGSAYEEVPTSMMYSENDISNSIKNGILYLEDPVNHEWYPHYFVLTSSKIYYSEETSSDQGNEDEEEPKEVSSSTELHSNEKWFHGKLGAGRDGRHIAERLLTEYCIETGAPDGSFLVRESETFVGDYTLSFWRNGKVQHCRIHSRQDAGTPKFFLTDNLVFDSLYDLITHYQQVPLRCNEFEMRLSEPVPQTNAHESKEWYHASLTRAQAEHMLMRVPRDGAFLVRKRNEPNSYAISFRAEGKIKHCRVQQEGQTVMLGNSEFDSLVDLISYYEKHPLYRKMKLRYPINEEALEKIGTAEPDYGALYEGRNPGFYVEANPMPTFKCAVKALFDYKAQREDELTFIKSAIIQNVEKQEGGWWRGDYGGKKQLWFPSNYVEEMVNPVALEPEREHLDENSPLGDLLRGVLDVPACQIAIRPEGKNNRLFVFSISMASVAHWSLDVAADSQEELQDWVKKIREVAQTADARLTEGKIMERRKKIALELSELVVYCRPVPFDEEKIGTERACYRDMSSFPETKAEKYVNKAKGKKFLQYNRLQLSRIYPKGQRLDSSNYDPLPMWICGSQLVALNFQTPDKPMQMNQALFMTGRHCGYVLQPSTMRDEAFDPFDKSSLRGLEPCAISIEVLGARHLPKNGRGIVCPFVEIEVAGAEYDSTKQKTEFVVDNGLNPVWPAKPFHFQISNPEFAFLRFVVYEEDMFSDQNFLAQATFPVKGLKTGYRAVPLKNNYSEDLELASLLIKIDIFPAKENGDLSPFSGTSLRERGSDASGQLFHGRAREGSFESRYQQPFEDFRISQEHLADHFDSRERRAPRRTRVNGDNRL
ADAM10 inh = inhibitors of human ADAM10 | O14672 | recombinant ADAM10, EDANS/DABCYL FRET peptide cleavage, 3 h | inhibition, % at 7 µM | 0.62% of 370,000 active;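 active = inhibition above a per-campaign cutoff equal to the mean of compounds falling between control-based bounds plus 3 SD, cut at about 20% in these data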;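 note: 0% = DMSO wells while the 100% control is not disclosed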
ARFGAP1 inhibitor = rat ARFGAP1 inhibition; 0.26% of 360,000 active; Arfgap1-stimulated ARF1 GTP hydrolysis, GDP FP detection; inhibition, % at 16.5 µM; Q62848;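 active = inhibition above a per-plate limit, mean inhibition of low control wells plus 3 SD, cut at about 25% in these data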;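 note: 0% = DMSO wells with enzyme and 100% = wells lacking Arfgap1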
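System: truncated rat Arfgap1 GAP domain / Benchmarks: high control wells lacking Arfgap1, low control full reaction with DMSO / Times: compound-enzyme preincubation 20 min, reaction 120 min, detection 60 min, 25 °C / Repeats: one replicate per compound / Also added: human ARF1(Δ1-17)-GTP substrate / Measured by: Tracer-displacement fluorescence polarization with EDTA stop, 620/688 nm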
The depositor's hits bear a star; i = inactive; nt = no result given.

entry	SMILES	ASAP1 GAP inh	Tn6 DDE FP	DDE Tn7 FP inh	KLK7 zymogen act	ADAM17 inh	LEDGF integ inh	TDP2 absorb	PLC-gamma1 inh	ADAM10 inh	ARFGAP1 inhibitor
1	CC1CCC2(CC1)NC(=O)N(Cc1nc(-c3ccccc3)no1)C2=O (stereo unspecified)	1	-1	0	0.5	-8	-1	-2	8	-3	-4
2	CSc1nncc(-c2ccccc2)n1	18	-2	-2	-0.1	-3	1	3	-2	1	-8
3	Nc1cc(N)nc(SCC(=O)Nc2cccc(S(=O)(=O)N3CCCCC3)c2)n1	-14	0	4	1.5	1	-5	3	0	-3	-6
4	Cc1ccc(-c2ccc(=O)n(CC(=O)NCCN(CC(C)C)CC(C)C)n2)cc1	16	6	8	-0.3	-4	-2	2	0	-7	-14
5	CCOC(=O)CCSc1nnc(-c2cccnc2)n1-c1ccccc1OC	5	10	3	0.1	-2	-1	6	1	3	-11
6	CCCCc1cc(=O)oc2c(C)c(OCC(=O)N3CCCC3)ccc12	0	2	4	0.9	-55	-2	1	-14	-165	15
7	O=c1nc2sc3ccccc3n2c(=O)n1-c1ccc(Cl)cc1	-10	5	4	0.4	-6	-1	6	0	1	9
8	CCc1ccc(C(C)NC(=O)c2ccc(F)cc2)cc1 (stereo unspecified)	4	-8	1	0.2	3	0	-3	7	-9	15
9	CCOC(=O)C1(Cc2cccc(OC)c2)CCN(C(C)COC)CC1 (stereo unspecified)	6	3	6	0.0	-2	-2	-4	-2	4	0
10	COc1ccc(CNC(=O)CSc2nc3ccc(C)cc3[nH]2)cc1OC	9	4	-2	0.5	3	0	-20	6	5	-2
11	Cc1ccc(C2(C)NC(=O)N(CC(=O)N3CCN(S(=O)(=O)c4cccc([N+](=O)[O-])c4)CC3)C2=O)cc1 (stereo unspecified)	4	7	7	0.1	-1	-4	-3	2	1	-2
12	Cc1ccc2c(c1)c(C)c(C)n2CC(O)Cn1nc(C)cc1C (stereo unspecified)	0	-2	5	0.0	0	-3	-7	-10	-2	-2
13	CCOc1ccccc1NC(=S)N1CCN(c2nc(-c3ccc(F)cc3)cs2)CC1	-6	-1	-9	0.1	1	-2	1	0	-4	-2
14	COc1ccc2cc(C(=O)C3CCCN(C(=O)c4cc5nc(C)cc(C)n5n4)C3)ccc2c1 (stereo unspecified)	-2	-1	-5	-1.9	-214	4	-1	-277	i	-1
15	O=[N+]([O-])c1ccc(C=NNC(=S)Nc2ccc(F)cc2)cc1	6	5	-2	3.1	4	-3	-10	7	13	10

Part of the list above, with each value named:
11. Cc1ccc(C2(C)NC(=O)N(CC(=O)N3CCN(S(=O)(=O)c4cccc([N+](=O)[O-])c4)CC3)C2=O)cc1 (stereo unspecified)
  ASAP1 GAP inh: 4	Tn6 DDE FP: 7	DDE Tn7 FP inh: 7	KLK7 zymogen act: 0.1	ADAM17 inh: -1	LEDGF integ inh: -4	TDP2 absorb: -3	PLC-gamma1 inh: 2	ADAM10 inh: 1	ARFGAP1 inhibitor: -2

12. Cc1ccc2c(c1)c(C)c(C)n2CC(O)Cn1nc(C)cc1C (stereo unspecified)
  ASAP1 GAP inh: 0	Tn6 DDE FP: -2	DDE Tn7 FP inh: 5	KLK7 zymogen act: 0.0	ADAM17 inh: 0	LEDGF integ inh: -3	TDP2 absorb: -7	PLC-gamma1 inh: -10	ADAM10 inh: -2	ARFGAP1 inhibitor: -2

Further results follow.
entry	SMILES	ASAP1 GAP inh	Tn6 DDE FP	DDE Tn7 FP inh	KLK7 zymogen act	ADAM17 inh	LEDGF integ inh	TDP2 absorb	PLC-gamma1 inh	ADAM10 inh	ARFGAP1 inhibitor
16	O=C(Nc1nonc1-c1ccc(Cl)cc1)c1ccco1	2	5	2	-1.3	-5	-3	7	1	0	7
17	Cc1cccc(NC(=O)Cn2nc(-c3ccco3)ccc2=O)c1C	-1	0	0	9.5	-47	3	11	-134	-136	-8
18	O=C(CCCNC(=O)/C(=C/c1ccccc1F)NC(=O)c1ccccc1)OCc1ccccc1	-5	-4	-2	0.8	-4	2	-6	-15	-10	27*
19	Cc1cccc(OCc2nnc(SCC(=O)N(c3ccccc3)C3CCS(=O)(=O)C3)o2)c1 (stereo unspecified)	-10	3	-2	0.1	2	4	-4	5	9	6
20	Cc1ccc(-c2csc3ncnc(SCC(=O)NCC4CCCO4)c23)cc1 (stereo unspecified)	0	-2	-7	-0.1	0	0	3	-1	-2	6
21	O=C(NC1CCN(C(=O)N2c3ccccc3Sc3ccccc32)CC1)c1ccccc1Cl	-4	6	-3	-0.5	5	-2	3	3	12	-9
22	Cc1ccc(NC(=O)Nc2cc(C)on2)cc1	3	-5	-3	0.0	1	7	-1	2	3	-9
23	Cc1ccc(N(Cc2ccccc2)C(=O)c2ccc(C)c(S(=O)(=O)N3CCOCC3)c2)cc1	8	6	-2	0.2	5	-7	3	0	-17	15
24	CCCCN1CCN(C(=O)C2CCN(S(=O)(=O)c3ccc4[nH]c(=O)oc4c3)CC2)CC1	nt	14	3	0.2	-4	2	6	1	-8	nt
25	O=C1CCC[C@H]2[C@@H](Cc3ccccc3)[C@@H](O)CC[C@]23CCCN13	nt	-1	3	nt	1	-3	2	1	0	nt
26	CC1C=CCC2C(=O)N(c3cccc(C(=O)N4CCN(c5ccc(F)cc5)CC4)c3)C(=O)C12 (stereo unspecified)	1	1	-4	1.0	-1	-1	-2	-2	0	-5
27	Cc1sc2nc(SCC(=O)Nc3ccc(S(=O)(=O)NCCCC(=O)O)cc3)[nH]c(=O)c2c1C	6	3	-4	-0.8	-2	3	7	4	-2	11
28	CCc1nnc(NC(=O)CSC(=S)N2CCOCC2)s1	4	0	-9	-0.1	1	1	10	0	-1	-5
29	COc1cc(SC)ccc1C(=O)Nc1ccc(C)cc1C	-4	-4	0	-1.8	4	3	0	-3	11	3
30	Cc1nc(NC(=O)CSc2nc3cccnc3n2C2CCCCC2)sc1C	-5	4	4	1.0	-6	-2	-7	-4	5	-5
31	CCc1[nH]c(=S)c(C#N)c(-c2ccccc2)c1C(=O)OC	8	2	8	-0.1	2	4	8	-8	1	-3
32	Cc1ccc(S(=O)(=O)N/N=C(\c2ccccc2)c2cccnc2)cc1	12	1	-3	-1.1	-3	0	5	-1	-6	-11
33	CCCn1c(N)c(C(=O)CSc2nc(N)cc(=O)[nH]2)c(=O)n(C)c1=O	3	5	8	-0.2	-9	-4	2	-4	-11	4
34	CC1=NC(=O)C(N=Nc2ccccc2)N1c1ccccc1 (stereo unspecified)	0	-4	4	0.2	-8	0	4	3	-16	0
35	CS(=O)(=O)Nc1cccc(NC(=O)C2Cc3c(-c4cccc(C(N)=O)c4)ccnc3O2)c1 (stereo unspecified)	-5	-2	2	0.6	-2	2	1	1	-11	7
36	CCn1c(CN2CCOCC2)nnc1SCC(=O)Nc1ccccc1C	0	-5	-4	-0.5	-5	-3	1	3	-2	17
37	Cc1ccc(CNC(=O)CN2C(=O)NC(C)(c3ccc(Cl)cc3)C2=O)cc1 (stereo unspecified)	8	-4	8	0.4	3	-2	4	-3	-2	-13
38	COCCNC(=O)C1(C)CCCN(C(=O)c2cc(C)oc2C)C1 (stereo unspecified)	-1	0	1	-0.5	-2	-1	-13	0	-9	-2
39	CC1CC(=S)Nc2ccccc2N1C(=O)Nc1ccccc1 (stereo unspecified)	-3	-1	-3	-0.1	-3	-3	-8	1	-7	9
40	CCCNC(=O)c1onc(CS(=O)(=O)c2cccc(OC)c2)c1C(=O)NCCC	-1	2	2	-0.4	-4	-1	5	0	-5	5
41	OC[C@@H]1CN(Cc2ccc(F)cc2)C[C@H](n2cnc3c(N4CCN(c5ccccc5)CC4)ncnc32)O1	-1	6	-8	0.4	1	0	4	1	1	8
42	CCOc1ccc(CN2CCN(CC(O)Cn3c4ccccc4c4ccccc43)CC2)cc1 (stereo unspecified)	-15	5	-2	0.5	-1	-1	6	1	-10	3
43	CCN(C(=O)Cn1c(=O)oc2ccccc21)c1c(N)n(Cc2ccccc2)c(=O)[nH]c1=O	7	-5	2	0.1	-2	1	9	0	-1	-5
44	O=C(C[n+]1cccc(C(=O)Nc2ccccc2)c1)c1ccc([N+](=O)[O-])cc1	5	-3	-3	0.1	1	7	4	-3	-10	-3
45	CCc1ccc(OCC(=O)NC2CCCCC2)c(Br)c1	-6	-4	7	-0.6	-5	-3	-10	1	-4	-11
46	CC(C)c1ccc(NC(=O)CNS(=O)(=O)c2ccc(F)cc2)cc1	9	1	1	-0.4	3	9	-24	1	10	14
47	COc1ccc(/C=C2\N=C3CCCCCN3C2=O)cc1OC	16	-11	-7	0.0	2	2	-10	-1	-4	6
48	Cc1ccc(-c2nc(NC(=O)CSc3cc(C)c4ccccc4n3)ns2)cc1	-6	-1	-2	0.6	-2	3	4	2	-6	7
49	COc1ccc(C(=O)OCC(=O)N2CCC(C)CC2)cc1S(=O)(=O)N1CCOCC1	5	-1	-6	0.4	-2	2	8	-2	-10	6
50	COc1ccc(OC)c(-n2c(-c3cc(-c4ccc(F)cc4)n[nH]3)n[nH]c2=S)c1	10	-1	-4	0.0	9.3*	-3	-16	2	20*	20
51	Cc1cccc(-c2nc(CSc3nc4c(c(=O)[nH]3)CCC4)c(C)o2)c1	2	2	-1	-0.2	2	-3	-6	2	-8	2
52	COc1ccc(S(=O)(=O)N2CCOCC2)cc1NC(=O)COc1ccc(C)cc1	-12	-10	6	0.9	0	-2	4	-6	-1	-6
53	CC(=O)c1c(C)[nH]c(C(=O)COC(=O)c2c(-c3ccccc3)noc2C)c1C	0	7	8	0.7	1	-3	-1	-3	-3	-5
54	CC(C)[C@H](NC(=O)c1ccccc1F)C(=O)OCC(=O)NC(=O)NC1CCCCC1	-3	4	2	0.1	1	0	0	2	2	-9
55	CC(=O)Nc1ccc(NC(=S)Nc2ccc(F)cc2)cc1	1	1	-3	0.5	-3	0	6	-4	-4	-2
56	Cc1ccc(OCC(=O)NNC(=O)C(C)Sc2ncnc3sc(C)c(C)c23)cc1 (stereo unspecified)	-5	-4	-1	0.3	1	1	6	-1	1	-15
57	CC1(C)CN(c2ccc(C(=O)c3ccccc3)cc2)C1=O	-4	-2	0	0.4	-2	-4	-1	0	-7	0
58	Cc1c(C(=O)N2CCN(c3cccc(Cl)c3)CC2)cccc1[N+](=O)[O-]	0	3	-4	-0.6	0	-1	1	0	1	-7
59	COc1ccc(CNC(=O)CCN2C(=O)c3ccccc3C2=O)cc1	-8	-4	2	-0.4	-5	-4	7	-5	-3	4
60	O=C(CCc1nnc(CCCc2ccccc2)o1)NCCCC1CCCC1	-16	-2	-4	0.6	-1	1	3	0	5	-12
61	NC(=O)c1ccc(NC(=O)CSc2nnc(-c3ccccc3)n2-c2ccccc2)cc1	nt	-1	2	0.4	-1	0	6	1	0	nt
